Screening data deposited in PubChem BioAssay by several laboratories.
KCNQ1 pot – potentiates or activates the human KCNQ1 potassium channel; P51787; CHO-K1 KCNQ1, thallium flux FluxOR fluorescence; stronger effect = higher value; B-score at 10 µM; hit rate 0.35% among 310,000; AID 2648;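 active = fluorescence ratio B-score, a plate-corrected score, at least three library SD, with initial intensity B-score within 5 SD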
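System: Stable KCNQ1 CHO-K1 line | Incubation: 90 min dye loading and 20 min compound exposure, both at room temperature | Measure: Ratio B score | Medium: Assay buffer for compound exposure, DMSO matched across wells | Compound dosing: Single-concentration screen | Probe or stimulus: K+/Tl+ depolarizing stimulus | Measured by: Kinetic FluxOR fluorescence, 10 s baseline plus 110 s post-stimulus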
HDAC3 inh – blocks human histone deacetylase 3. hit rate 0.15% among 320,000. inhibition, % at 8.3 µM. O15379. recombinant HDAC3, fluorogenic peptide/trypsin coupled, fluorescence; in the data active = inhibition above about 26%, passing the limit was not always enough
KCNQ1 block – blocks the human KCNQ1 potassium channel; hit rate 1.3% among 310,000; AID 2642; B-score at 10 µM; P51787; CHO-K1 KCNQ1, FluxOR thallium flux fluorescence; stronger effect = higher value;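 active = compounds whose thallium flux B-score, printed positive for inhibition, exceeds three library SD while starting fluorescence stays within three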;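 note: channel opened by potassium depolarization with thallium stimulus after 20 min compound exposure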
Dyrk1A ADPGlo – inhibitors of rat Dyrk1A kinase; ADP-Glo luminescence, NFATc1 peptide; inhibition, % at 12.5 µM; hit rate 0.43% among 310,000; in the data active = inhibition above about 50%;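 note: plate controls were vehicle with enzyme for no effect and no enzyme for full effect; many of its hits are not listed in these tables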
PolyA inh – yeast polyadenylation inhibition; S. cerevisiae SKY197-pL101 polyadenylation reporter, beta-gal luminescence; efflux-impaired pdr1/pdr3 knockout yeast; score 100 = 6 SD above DMSO; calls only at 12 µM; hit rate 0.02% among 300,000; AID 1875;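 active = lowest replicate activity score at least 50, where 100 means six control SD above control mean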;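 note: yeast exposed to compound for 9 h at 30 °C; higher score means more reporter readthrough which indicates perturbed polyadenylation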
GSK3beta inhib – blocks human GSK3beta kinase activity; activity score (negative = inhibition), % at 10 µM; hit rate 0.038% among 300,000; AID 2097; GST-GSK3beta kinase, ADP-Glo luminescence, 60 min; stronger effect = lower value; P49841;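 active = more than half of replicate wells score below -50%, meaning over 50% inhibition versus plate controls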;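 note: 0% = median DMSO wells and -100% = median GW8510 positive control wells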
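test system = GST-tagged human GSK3beta kinase, cell-free | reagent = 25 µM ATP with peptide substrate | dosing = one dose of 10 µM per compound | schedule = 60 min reaction, RT | detection = luminescent ADP-Glo measurement of ADP formed | control set = DMSO neutral wells and GW8510 at 20 µM as positive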
hERG protect – hERG (human) protection from proarrhythmic block. CHO-hERG, FluxOR thallium flux, dofetilide IC70 present. activation (rescue from dofetilide block), less the hit threshold, % at 10 µM. hit rate 0.51% among 310,000. AID 1511;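 active = activation above the mean of controls blocked by dofetilide plus 5 SD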;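 note: thallium influx through hERG after potassium depolarization seen as dye fluorescence rise; in these data hits start at about 4.7%; inactives centre near -7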
RGS4 pot – potentiators or activators of RGS4; HEK293 M3R/inducible RGS4, carbachol calcium flux Fluo4; stronger effect = lower value; B-score at 10 µM; hit rate 0.92% among 310,000;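 active = B-score of the integrated calcium signal more than 4 SD below the library mean, with starting fluorescence not abnormally high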;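 note: negative B-score means reduced calcium response which marks RGS4 activation or potentiation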
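Assay system: Inducible-RGS4 HEK293 cells carrying M3 receptor | Schedule: Compound preincubation 20 min at room temperature before agonist | Signal: Kinetic calcium fluorescence imaging with Fluo4-AM dye, 2 µM | Read-out basis: B score from integrated fluorescence ratio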
KCNK3 inh – human KCNK3 channel inhibition, primary screen. O14649. CHO-KCNK3 thallium flux, FluxOR fluorescence; stronger effect = lower value. B-score at 10 µM. hit rate 0.84% among 340,000. AID 602410;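 active = B-score under library mean minus 4 SD, starting fluorescence ratio at most library mean plus 5 SD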;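 note: more negative B-score means stronger inhibition of thallium flux through KCNK3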
KCNK9 block – inhibitors of human KCNK9 two-pore domain potassium channel; Q9NPC2; HEK293 KCNK9, FluxOR thallium flux fluorescence; stronger effect = lower value; B-score at 10 µM; hit rate 1.2% among 310,000;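 active = ratio B-score over 3 SD below the library mean, with starting fluorescence within 5 SD of its mean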;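 note: negative B-score means less thallium flux so channel inhibition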
Target sequence (Q9NPC2 whole entry, looked up, the tested form may be a part): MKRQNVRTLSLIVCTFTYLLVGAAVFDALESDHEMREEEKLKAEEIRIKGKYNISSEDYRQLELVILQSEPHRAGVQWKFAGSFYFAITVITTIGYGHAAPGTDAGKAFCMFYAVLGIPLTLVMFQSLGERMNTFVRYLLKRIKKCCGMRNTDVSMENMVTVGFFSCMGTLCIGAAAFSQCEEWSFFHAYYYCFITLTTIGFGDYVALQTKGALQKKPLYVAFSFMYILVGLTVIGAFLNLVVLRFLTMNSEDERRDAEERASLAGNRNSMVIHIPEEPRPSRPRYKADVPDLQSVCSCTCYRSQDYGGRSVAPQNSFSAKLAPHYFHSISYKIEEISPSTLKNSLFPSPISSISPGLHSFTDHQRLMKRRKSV
GSK3 alpha inh – human GSK-3 alpha kinase inhibition. inhibition, % at 10 µM. hit rate 0.1% among 320,000. AID 2650. ADP-Glo luminescence, 60 min. P49840;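 in the data active = inhibition above about 50%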;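 note: GST-tagged GSK-3 alpha with peptide substrate and 25 µM ATP; 0% = DMSO neutral wells and 100% = GW8510 positive control wells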
Target sequence (P49840 whole entry, looked up): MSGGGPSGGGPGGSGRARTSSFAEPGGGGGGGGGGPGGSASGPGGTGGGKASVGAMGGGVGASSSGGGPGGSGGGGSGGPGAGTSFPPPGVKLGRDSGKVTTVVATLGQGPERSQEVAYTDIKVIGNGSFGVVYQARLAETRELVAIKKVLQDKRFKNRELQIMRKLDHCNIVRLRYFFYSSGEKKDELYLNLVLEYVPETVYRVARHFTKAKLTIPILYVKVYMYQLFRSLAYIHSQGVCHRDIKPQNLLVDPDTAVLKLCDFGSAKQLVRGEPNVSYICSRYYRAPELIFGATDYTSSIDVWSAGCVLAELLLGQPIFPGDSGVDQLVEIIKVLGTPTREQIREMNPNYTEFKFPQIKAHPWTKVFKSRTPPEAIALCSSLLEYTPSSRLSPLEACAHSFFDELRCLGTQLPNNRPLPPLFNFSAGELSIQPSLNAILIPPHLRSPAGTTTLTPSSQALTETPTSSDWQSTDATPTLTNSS
* = called active by the depositor; i = inactive; x = no result given. Some of the compounds tested (hit frequency here may not be typical).

Molecule,KCNQ1 pot,HDAC3 inh,KCNQ1 block,Dyrk1A ADPGlo,PolyA inh,GSK3beta inhib,hERG protect,RGS4 pot,KCNK3 inh,KCNK9 block,GSK3 alpha inh
COc1ccc(CCNC(=O)C(C)Sc2ccccc2)cc1OC (centres undefined),i,-1.1,i,1.2,i,1.6,-3.7,i,i,i,1.5
O=C(NCc1cc(F)cc(C(F)(F)F)c1)C1CCC(=O)N(C2CCCC2)C1 (centres undefined),i,7.1,i,2.4,i,0.1,-5.8,i,i,i,-0.6
CC(=O)c1cnc(Nc2nc(C)c3cc(C)c(C)cc3n2)nc1C,i,0.3,i,-3.3,i,1.4,7.7*,i,i,i,2.4
Cc1ccc(CNC(=O)c2ccc(N3CCC4(CC3)CC(c3cccc(Br)c3)=NO4)c(N)c2)cc1,i,-1.2,i,-5.2,i,1.7,-1.5,i,i,i,-2.9
CCN(CC)CC(O)c1cccn1-c1ccc(CNC(=O)NC(C)C)cc1 (centres undefined),i,0.4,i,-0.1,i,0.9,-6.1,i,i,i,-4.4
Cc1ccccc1OCC(O)CN1CCCCC1 (centres undefined),i,-14.2,i,-2.9,i,1.4,-6.1,i,i,i,-3.1
COc1ccccc1-c1cc(C(=O)N/N=C/c2ccoc2)c2ccccc2n1,i,1.2,i,9.4,i,2.1,-8.3,i,i,i,-1.8
CCn1c(SCC(=O)NNC(=O)c2ccc(C)cc2)nnc1C1CC1,i,0.1,i,0.5,i,-3.6,-4.0,i,i,i,-1.6
Cc1ccc(C(=O)NCC(=O)N(C)CC(=O)Nc2c(Cl)cccc2Cl)s1,i,1.5,i,6.6,i,2.8,-8.0,i,i,i,1.5
O=C(COc1ccccc1)NCC(=O)Nc1ccncc1,i,3.4,i,1.8,i,1.3,-5.8,i,i,i,-0.3
O=C(NC1CCCCC1)N1CCN(C(c2ccccc2)c2ccccc2)CC1,i,-15.4,i,1.4,i,4.5,-7.2,i,i,i,-1.8
COc1cccc(-c2csc(NC(=O)Nc3ccccc3)n2)c1,i,-2.6,i,-3.8,i,0.7,-7.5,i,i,i,-3.5
O=c1[nH]oc2cc(Cl)ccc12,i,1.8,i,1.2,i,4.5,-2.4,i,i,i,-0.8
COc1ccc2nc(NC(=O)/C=C/c3ccc4c(c3)OCO4)sc2c1,i,-3.2,i,x,i,0.9,-6.8,i,x,i,-3.6
Cc1ccc(C)c(S(=O)(=O)NCCOc2nc(NC(C)C)nc(NC(C)C)n2)c1,i,0.0,i,-2.3,i,0.1,-8.4,i,i,i,4.5
Nc1nonc1C(=O)N/N=C/c1ccc(-c2cccc(C(=O)O)c2)o1,i,-0.5,i,x,i,-1.4,-8.3,i,x,i,10.5
COc1ccc(N2CCN(S(=O)(=O)c3ccc(OC)c(C(=O)N4CCOCC4)c3)CC2)cc1,i,0.1,i,0.5,i,0.5,-5.1,i,i,i,-3.7
COc1cccc2cc(C(=O)N3CCN(c4ccccn4)CC3)c(=O)oc12,i,-1.6,i,-3.7,i,3.3,-2.5,i,i,i,-1.9
COc1ccc(-c2nnc3n2CCCCC3)cc1OC,i,1.9,i,3.5,i,-2.8,-7.1,i,i,i,-1.2
Cc1cccc(C(=O)N2CCCC(N3CCN(c4cccc(Cl)c4)CC3)C2)n1 (centres undefined),i,6.7,i,-5.5,i,1.0,-9.7,i,i,i,-0.6
Cc1ccc(S(=O)(=O)NCc2nc3ccccc3c(=O)n2N)cc1,i,0.8,i,-11.3,i,-6.6,-9.4,i,i,i,-0.3
Cc1nc2scc(C)n2c(=O)c1S(=O)(=O)Nc1ccc(N2CCOCC2)c(Cl)c1,i,2.1,i,0.5,i,0.1,-10.8,i,i,i,-2.1
Cc1cc2c(cc1C)C(c1cccc([N+](=O)[O-])c1)CC(=O)N2 (centres undefined),i,8.6,i,2.6,i,-2.8,-1.8,i,i,i,15.8
O=C(O)c1ccc(CNCc2c(Cl)cccc2Cl)cc1,i,7.4,i,2.2,i,-0.7,-7.0,i,i,i,-1.5
O=C(O)CCCCCNC(=O)c1ccc(Br)cc1,i,-9.2,i,-7.5,i,0.9,-5.1,i,i,i,-2.7
COc1ccc(CNC(=O)CCc2c[nH]c3ccccc23)cc1,i,-1.9,i,4.3,i,0.1,-2.3,i,i,i,12.1
Cc1cc(NC(=O)COc2coc(CN3CCN(c4ccccc4F)CC3)cc2=O)no1,i,x,i,-3.5,i,2.3,-16.1,i,i,i,-2.5
Nc1ccc(C(=O)N/N=C/c2ccccc2)cc1,i,10.0,i,5.0,i,-0.8,-7.0,i,i,i,x
COc1ccc(CCNC(=O)COc2ncnc3cc([N+](=O)[O-])ccc23)cc1,i,-4.4,i,1.3,i,-4.0,-12.3,i,i,i,x
CC1=NOC(=O)/C1=C/c1ccc2c(c1)OCO2,i,-3.5,i,-3.7,i,0.8,-4.1,i,i,i,-1.3
COc1ccc(NC(=O)CCCSc2ccccc2)cc1,i,-0.3,i,x,i,-0.3,-0.3,i,i,i,-4.9
Cc1ccccc1OCC(=O)Nc1ccc(Cc2ccncc2)cc1,i,3.2,i,2.1,i,-3.1,-4.2,i,i,i,-1.1
N#Cc1ccc(CSc2nnc(COc3ccccc3)n2-c2ccccc2)cc1,i,7.5,i,-2.7,i,1.6,-8.4,i,i,i,-3.0
Cc1cccc(-c2cnn(-c3cccc([N+](=O)[O-])c3)c2N)c1,i,-2.1,i,0.0,i,-23.5,-5.5,i,i,i,-1.4
Cn1c(=O)c2c(nc(NCCCO)n2Cc2cccc(Br)c2)n(C)c1=O,i,0.0,i,2.3,i,-2.7,-11.3,i,i,i,-1.1
Cc1ccc(Nc2c(-c3ccccc3)nc3cnccn23)cc1,i,x,i,3.3,x,-9.1,-10.7,i,i,i,0.1
CC1(C)Cc2c(sc3nc(SCC(=O)O)[nH]c(=O)c23)CO1,i,0.7,i,7.5,i,-4.2,-8.1,i,i,i,-1.2
O=C(CCC1CCCCC1)NCCS(=O)(=O)N1CCN(c2ccccc2F)CC1,i,-4.4,i,17.9,i,-3.3,-7.4,i,i,i,3.2
CS(=O)(=O)c1ccc(C(=O)Nc2ccc(N3CCCC3)cc2)c(Cl)c1,i,1.8,i,-59.5,i,-2.7,-4.0,i,i,i,1.5
Cc1ccc(C(=O)Nc2nc3ccccc3[nH]2)cc1,i,3.4,i,15.1,i,x,-8.5,i,i,i,-3.0
O=C1CCCC2=C1C(c1ccco1)Nc1ccc(C(=O)c3ccccc3)cc1N2 (centres undefined),i,2.8,i,-3.4,i,2.8,-4.6,i,i,i,1.9
COc1ccc(OCC(=O)Nc2ccc3c(c2)nc(CCN2CCCCC2)n3C)cc1,i,4.2,i,-5.0,i,-4.1,-9.1,i,i,i,-4.5
COc1cc(CO)ccc1OCC(=O)N1CCc2ccccc21,i,3.1,i,-0.6,i,-1.5,-13.3,i,i,i,-1.8
O=C(CSc1ccc(F)cc1)Nc1ccc(N2CCOCC2)c(Cl)c1,i,x,i,6.9,i,5.7,-1.3,i,i,i,-2.1
Cc1ccc2c(c1)C(CCN)C(=O)N2Cc1ccccc1 (centres undefined),i,-1.5,i,5.5,i,0.2,-6.7,i,i,i,-0.1
Cc1cc(C)cc(Oc2ccccc2C=O)c1,i,3.7,i,-2.5,i,-7.5,-8.2,i,i,i,x
Cc1ccc(NC2CCCN(C(=O)c3cccs3)C2)cc1C (centres undefined),i,x,i,0.8,i,-3.5,-11.3,i,i,i,x
COc1ccccc1CNC(=O)CS(=O)Cc1nc(-c2ccc(OC)c(OC)c2)oc1C (centres undefined),i,-1.7,i,0.2,i,0.9,-8.9,i,i,i,-4.4
Cn1c(SCC(=O)Nc2cccc(Br)c2)nnc1-c1cc2ccccc2o1,i,-2.0,i,-2.2,i,-6.8,-11.4,i,i,i,x
Cc1nc2ccc(NC(=O)c3cccs3)cc2c(=O)n1Cc1ccc(Cl)cc1,i,6.0,i,x,i,3.6,-2.2,i,i,-7.93*,-1.9
CN(C(=O)COC(=O)c1cc(F)c(F)cc1Cl)c1ccccc1,i,-0.9,i,0.9,i,1.8,-12.4,i,i,i,-0.2
CCc1noc(C)c1C(=O)N(Cc1ccccc1)c1c(N)n(CCOC)c(=O)[nH]c1=O,i,-7.6,i,1.2,i,2.4,-15.3,i,i,i,-1.5
CCOC(=O)Cn1c(=NC(=O)C2COc3ccccc3O2)sc2cc(S(N)(=O)=O)ccc21 (centres undefined),i,6.6,i,-2.1,i,-2.9,-6.2,i,i,i,0.6
CCOC(=O)c1[nH]c2ccc(OC)cc2c1NC(=O)C(C)N1CCSCC1 (centres undefined),i,x,i,x,i,2.4,-14.8,i,x,i,x
O=C(NCc1cccc(Cl)c1)c1ccc2nc(N3CCOCC3)sc2c1,i,8.8,i,-8.2,i,0.8,-18.4,i,i,i,-1.7
CCCCNC(=O)N1c2ccccc2CC1C (centres undefined),i,3.3,i,-2.7,i,2.8,-11.3,i,i,i,6.3
COC(=O)[C@@H](NC(=O)N1CCN(C(=O)C2COc3ccccc3O2)CC1)C(C)C (some centres undefined),i,4.1,i,4.8,i,6.0,-11.6,i,i,i,1.2
